aSyn yeast rescue: qHTS of alpha-syn Inhibitors: NCGC Sytravon Library Screen; S. cerevisiae alpha-synuclein toxicity rescue, BacTiter-Glo growth, 24 h; Potency, µM (titrated, usually from 46.1 µM), for the others: top-dose growth rescue (activation), hits mostly activators; 0.02% of 94,000 active; AID 1347070, 2019; active = well fitted activation curve with a large enough effect; inconclusive = small, poorly fitted or top-dose-only effect; note: 0% is about no effect
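Growth restoration measured by BacTiter-Glo luminescence after 24 hr at 30 deg C; alpha-synuclein yeast, raffinose-pregrown to mid-log, were added at OD600=0.02 in galactose medium onto pinned compounds.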
The depositor's hits bear a star; ? = inconclusive. Potency is the fitted concentration of half-maximal effect. This is a subset; rates above refer to the full screens.

mol	aSyn yeast rescue
CCCC(=O)Nc1ccc(C(N)=O)cc1	-13%
CCSc1nnc(-c2cc(Br)ccc2N=Cc2c(C)[nH]n(-c3ccccc3)c2=O)c(=O)[nH]1	5%
Cc1c(Cl)cccc1NC(=O)Cn1cnc(S(=O)(=O)N2CCCC2)c1	5%
Cc1ccc2onc(CNC(=O)NCc3cccc(Cl)c3)c2c1	1%
Cc1cccc(N2CCN(c3ncnc4onc(-c5ccc(F)cc5)c34)CC2C)c1 (stereo unspecified)	-19%
C#CCn1cc(/C=N/Nc2nc3ccccc3[nH]2)c2ccccc21	4%
O=C(NNC(=O)c1cccs1)c1csc(N2CCOCC2)n1	-13%
CN(c1ccccc1)S(=O)(=O)c1nnc(NC(=O)C2CCCCC2)s1	1%
O=C(Cc1ccc(NC2=NC3CS(=O)(=O)CC3S2)cc1)N1CCN(c2ccc(F)cc2)CC1 (stereo unspecified)	-10%
CCOC(=O)c1ccc(N2C(=O)c3n[nH]c(-c4cccs4)c3C2c2ccc(OC)cc2OC)cc1 (stereo unspecified)	-7%
CN(C)c1ccc(NC(=O)CSc2nc3ccsc3c(=O)n2CCCCCC(=O)O)cc1	4%
CCCCCCN1C[C@@H](O)[C@H](n2cc(C3CC3)nn2)C[C@@H]1c1ccc(OC)cc1	6%
CN(C)C(CNC(=O)Cc1cccc(C(F)(F)F)c1)c1ccccc1 (stereo unspecified)	6%
O=C(CCl)Nc1cc(S(=O)(=O)N2CCOCC2)ccc1N1CCOCC1	-2%
CCN(C(=O)Cn1nc(Cc2ccncc2)c2ccccc2c1=O)c1cccc(C(F)(F)F)c1	3%
Cc1occc1C(=O)NNC(=O)c1ccccc1C(=O)O	6%
Cc1[nH]c(=O)c(C#N)c(C)c1CCC(=O)N(C)CC(=O)Nc1ccc(Cl)c(Cl)c1	0%
O=C(c1cccs1)N1CCCc2cc(NS(=O)(=O)c3ccc(Cl)cc3)ccc21	-2%
COc1cc(NC(=O)CSc2cc(=O)n(C)c3ccccc23)cc(OC)c1OC	-4%
Cc1ccc(-n2c(SCC(=O)Nc3cccc(Cl)c3)nc3n[nH]c(C)c3c2=N)cc1	?
COc1ccc(C(=O)N2CC(=O)Nc3ccc(C)cc3C2c2ccccc2)c(OC)c1 (stereo unspecified)	1%
C/C(N)=C(/C#N)C(=O)COC(=O)c1cc2c(s1)CCC(C)C2 (stereo unspecified)	-12%
CCC1(C)OC(=O)N2CCc3c(C)[nH]c4c(C)ccc(c34)C21C (stereo unspecified)	9%
CCOC(=O)N1CCC(N2CC34C=CC(O3)C(C(=O)Nc3ccc(C(C)C)cc3)C4C2=O)CC1 (stereo unspecified)	-4%
CC1CCN(CCNC(=O)c2ccc(Cn3c(SCc4ccccc4)nc4cccnc43)cc2)CC1	-3%
Cc1ccc(OCC(=O)NCCCNC(=O)c2ccc(C)nc2)cc1	-2%
O=C(CSc1nnc(COc2ccc(Cl)cc2)o1)Nc1nccs1	-6%
CCOC(=O)CSc1nc(-c2cccs2)nc2c1c(=O)n(C)c(=O)n2C	3%
Cc1ccc2[nH]c3c(=O)n(CC(=O)NCc4ccco4)ncc3c2c1	-6%
COc1ccccc1N(CC(O)Cn1nc(C)cc1C)S(=O)(=O)c1ccccc1 (stereo unspecified)	-2%

Filtered by structure, the compounds so far with a furan ring, fused or not (two)
mol	aSyn yeast rescue
Cc1occc1C(=O)NNC(=O)c1ccccc1C(=O)O	6%
Cc1ccc2[nH]c3c(=O)n(CC(=O)NCc4ccco4)ncc3c2c1	-6%

(continued)
mol	aSyn yeast rescue
COc1ccc(Cl)cc1NC(=O)c1ccc2nc(Cc3ccccc3)oc2c1	17%
CCOC(=O)c1ccc(NC(=O)Cn2nnc(-c3ccc(C(F)(F)F)cc3)n2)cc1	-7%
COc1ccccc1-c1noc(-c2ccc(NCc3ccccc3)c([N+](=O)[O-])c2)n1	9%
Cc1ccc(NC(=S)N(CCCN2CCCC2)Cc2cccn2Cc2ccc(Cl)cc2)cc1Cl	-13%
COc1ccc(-n2cc(C(=O)NCCc3ccc(C)cc3)c3ccccc3c2=O)cc1	-1%
O=c1[nH]c(-[n+]2ccccc2)c(/C=N/N=C(\[O-])c2ccccc2)s1	0%
C[C@H]1CNC(=O)c2c(C(=O)Nc3cccc(Cl)c3)ncn21	-1%
Cc1ccccc1N(CC(=O)NCCSc1ccccn1)S(=O)(=O)c1ccccc1	-11%
O=C(Cc1ccccc1)NCCc1ccc(Cl)cc1Cl	9%
O=C(CCS(=O)(=O)c1ccccc1)Nc1nc(-c2ccccn2)cs1	0%
O=C(OCc1cc(Cl)ccc1OC(F)F)c1cncc(Br)c1	-14%
COc1ccc(-c2nc3sc(CCNC(=O)C(=O)Nc4cccc(NC(C)=O)c4)c(C)n3n2)cc1	-4%
CCOC(=O)CNC(=O)CC(c1cc(OC)c(OC)c(OC)c1)N1Cc2ccccc2C1=O (stereo unspecified)	10%
Clc1ccc(Nc2c(-c3cccs3)nc3ccc(Cl)cn23)cc1	-20%
Cc1nnc2ccc(-c3cccc(NC(=O)c4ccc(Cl)nc4)c3)nn12	-2%
COc1ccc(-c2cc(C(=O)N3CCOCC3)no2)cc1	2%
CCn1cc(C(=O)N2CCN(c3cc(C)ccc3C)CC2)c(=O)c2cc(S(=O)(=O)N3CCCCC3)ccc21	-8%
Cc1ccc(/C=C/c2onc(C)c2S(=O)(=O)N2CCC(C(=O)N3CC(C)Oc4ccccc43)CC2)cc1 (stereo unspecified)	-14%
CCCCCCNC(=O)O[C@@]12CN(S(=O)(=O)c3ccc(C)cc3)C[C@]1(O)Cn1c(=O)n(CCCCCC)c(=O)n1C2	-4%
Cc1ccc(NC(=S)N2CCN(c3nccc(C(F)(F)F)n3)CC2)c(C)c1	0%
CSc1nn(Cc2ccccc2C)c(NC(C)=O)c1S(=O)(=O)c1ccc(C)cc1	2%
CCn1cc2nc(SCC(=O)Nc3cc(OC)cc(OC)c3)n(Cc3ccc(Cl)cc3)c(=O)c2n1	-5%
CCOC(=O)C1CCC(CN(Cc2ccccc2)S(=O)(=O)c2ccc(Cl)cc2)CC1 (stereo unspecified)	19%
COc1ccc(NC(=O)CC2C(=O)N(c3cccc(OC)c3)C(=O)N2CCC2=CCCCC2)cc1 (stereo unspecified)	-2%
CCCc1nnc(SCc2cc(=O)c3c(C)cc(C)cc3[nH]2)n1C	1%
CCOc1ccc(NC(=O)c2ccc(CNc3c(N4CCCC4)c(=O)c3=O)cc2)cc1	-6%
COc1ccc(NC(=O)CC2Oc3ccc(C)cc3NC2=O)cc1Cl (stereo unspecified)	-3%
Cc1cccc(NC(=O)c2cnc3sc(N4CCCC4)nn3c2=O)c1C	5%
Cc1ccc(Cl)cc1NC(=O)Nc1cccc(OCc2cc(=O)n3ccccc3n2)c1	-5%
Cc1cc(C)nc(-n2nc(C)c3c2N(C)C(=O)CC3c2ccc(Cl)cc2)n1 (stereo unspecified)	2%

Part of the list above in another layout.
> Cc1ccc(Cl)cc1NC(=O)Nc1cccc(OCc2cc(=O)n3ccccc3n2)c1
  aSyn yeast rescue = -5%

> Cc1cc(C)nc(-n2nc(C)c3c2N(C)C(=O)CC3c2ccc(Cl)cc2)n1 (stereo unspecified)
  aSyn yeast rescue = 2%

(list continues)
mol	aSyn yeast rescue
COc1ccccc1CNC(=O)COC(=O)c1ccccn1	2%
CCc1ccccc1NC(=O)CN1C(=O)c2ccccc2Sc2ncccc21	-5%
Cc1oc(-c2ccc(Cl)cc2)nc1CS(=O)CC(=O)N1CCN(c2cccc(C(F)(F)F)c2)CC1 (stereo unspecified)	?
CCN(C(=O)Cn1nc(Cc2ccncc2)c2ccccc2c1=O)c1cccc(Cl)c1	4%
Cc1cc(C)cc(NC(=O)C2CC(=O)n3ncnc3N2)c1 (stereo unspecified)	0%
CC1CC(OC(=O)C2CCN(S(=O)(=O)c3ccc(F)cc3)CC2)C(=O)O1 (stereo unspecified)	-6%
CCOc1ccc(-n2nc3cc(C)c(NC(=O)c4cc(OCC)c(OCC)c(OCC)c4)cc3n2)cc1	-10%
CC(Oc1ccc(F)cc1)C(=O)Nc1nc(-c2ccccn2)cs1 (stereo unspecified)	?
CCn1cc2c(n1)-c1c(oc(C(=O)Nc3cccc(C)c3C)c1C)CC2	-14%
CSc1nsc(SC)c1-c1ccc(Cl)cc1	3%
CCCCn1c(N)c(N(CC(C)C)C(=O)CSCc2ccc(Cl)c(Cl)c2)c(=O)[nH]c1=O	-4%
O=S(=O)(c1cccc2ccccc12)N1CCN(c2ccc(Cl)c(Cl)c2)CC1	-7%
Cc1ccc(CN(Cc2cccn2-c2nnc(N3CCCC3=O)s2)C(=O)Nc2ccccc2Cl)cc1	8%
CCOC(=O)C1CCCN(C(=S)NC2CCCCC2)C1 (stereo unspecified)	-3%
CC1(C)CC(=O)C2=C(C1)Nc1ccccc1NC2	-4%
CCCN1CCOC(CC(=O)Nc2ccc([N+](=O)[O-])cc2)C1=O (stereo unspecified)	-12%
COCCNCc1nc2sc(C)c(-c3ccccc3)c2c(=O)[nH]1	7%
COc1ccc(/C(C)=N/NS(=O)(=O)c2cc(C)ccc2C)c(OC)c1	-9%
CCC(=O)Nc1ccc2nc3c(=O)n(C)c(=O)n(C)c3nc2c1	-1%
c1ccc(CN2CCN(c3ncnc4c3cnn4-c3ccccc3)CC2)cc1	9%
CCOCC(=O)N1CCN(c2ccccc2OC)CC1	8%
O=C(Cc1cccc2ccccc12)N/N=C/c1ccc(O)c([N+](=O)[O-])c1	8%
Cc1ccc(S(=O)(=O)N2CC3(O)CN(C(=O)OC(C)C)N(C(=O)OC(C)C)CC3(OC(=O)NCc3ccco3)C2)cc1 (stereo unspecified)	7%
COc1ccc(-c2cn3c(n2)sc2cc(C(=O)NCCCN4CCCCCC4)ccc23)cc1	3%
CC(C)Cn1c(=O)c2ccccc2n2c(CCC(=O)Nc3ccc(F)c(F)c3)nnc12	-7%
Cc1cccc(Cn2cc(S(=O)(=O)c3cccc(Cl)c3)c(=O)c3cc(F)c(N4CCOCC4)cc32)c1	0%
N#Cc1c(N(CCO)CCO)nc(N)c2c(N)nc3c(c12)CC(=O)N3Cc1cccs1	1%
CCc1ccc(C(=O)CC2(O)C(=O)N(CCc3ccccc3)c3ccc(Cl)cc32)cc1 (stereo unspecified)	?
COc1cccc(NC(=O)CSc2nnc(Cn3c(=O)sc4ccccc43)n2C)c1	-1%
Cc1cc(O)c(C(c2ccc(F)cc2)N2CCCCC2)c(=O)n1Cc1ccco1 (stereo unspecified)	1%

Reformatted: two of the compounds above.
CC(C)Cn1c(=O)c2ccccc2n2c(CCC(=O)Nc3ccc(F)c(F)c3)nnc12
  aSyn yeast rescue: -7%
Cc1ccc(CN(Cc2cccn2-c2nnc(N3CCCC3=O)s2)C(=O)Nc2ccccc2Cl)cc1
  aSyn yeast rescue: 8%

Other records follow:
mol	aSyn yeast rescue
CC1(C)C2([N+](=O)[O-])CN3CC1([N+](=O)[O-])CN(C2)C3C(O)C(O)C(O)CO (stereo unspecified)	-7%
CC(=O)c1cccc(NC(=O)N2CCC(CN3CCCCC3)CC2)c1	0%
COc1cc(C(=O)Nc2nnc(CC(C)(C)C)s2)cc(OC)c1OC	-4%
Nc1nc(SCC(=O)Nc2ccc(Cl)cc2)[nH]c(=O)c1-c1ccccc1	1%
O=C(COc1ccc(Br)cc1Br)Nc1ccc(S(=O)(=O)Nc2ncccn2)cc1	3%
CCOC(=O)c1sc2nc(NC(=O)C3CC3)sc2c1C	-5%
O=C(NC1CCN(Cc2ccccc2)CC1)c1ccc(Cn2c(=O)c3ccccc3n(Cc3ccc(Cl)cc3)c2=O)cc1	-16%
CC(C)c1nc(SCC(=O)c2ccccc2)c2c(=O)n(C)c(=O)n(C)c2n1	2%
CC(C)CN(CCCNC(=O)CN1C(=O)COc2ccc(S(=O)(=O)N3CCCCCC3)cc21)CC(C)C	-12%
Cc1oc(-c2ccccc2F)nc1CS(=O)(=O)CC(=O)NCCc1ccc(Cl)cc1	5%
CCOc1ccc(CCNC(=O)c2cnc3sc(N(CC)CC)nn3c2=O)cc1OCC	0%
COc1cc(NC(=O)COC(=O)c2cnccn2)c(C)cc1[N+](=O)[O-]	-10%
COc1ccc(C2=C(C)C(=NCCCN3CCN(c4cc(Cl)ccc4C)CC3)NS2(=O)=O)cc1	-4%
CCCCCn1c(=O)[nH]c2cc(C(=O)N3CCN(c4cccc(C)c4)C(C)C3)ccc2c1=O (stereo unspecified)	1%
O=S(=O)(NCc1ccc(F)cc1)c1ccc(N2CCCCS2(=O)=O)cc1	-10%
CCN(CC)c1ccc(NC(=O)CN2CCN(c3ccccc3OC)CC2)cc1	6%
CN(C)c1ccc(CNC(=O)CCS(=O)(=O)c2ccc3c(c2)n(C)c(=O)c(=O)n3C)cc1	-6%
CCC(Sc1nc2c(sc3ccccc32)c(=O)n1CCc1ccccc1)C(=O)N(CC)CC (stereo unspecified)	-9%
Cc1ccc(/C=N/NC(=O)c2ccccc2OCc2cccc(Br)c2)o1	-12%
CCn1c(NCc2ccc(OC)cc2)nc2ccccc21	-2%
CC1CN(c2cc(=O)n(-c3ccc(Cl)cc3)c(=O)[nH]2)CC(C)O1 (stereo unspecified)	-6%

Retrieved one by one from above:
mol	aSyn yeast rescue
CC(C)c1nc(SCC(=O)c2ccccc2)c2c(=O)n(C)c(=O)n(C)c2n1	2%
CCN(CC)c1ccc(NC(=O)CN2CCN(c3ccccc3OC)CC2)cc1	6%
Cc1ccc(/C=N/NC(=O)c2ccccc2OCc2cccc(Br)c2)o1	-12%
